BioA inh – M. tuberculosis BioA enzyme inhibitors, primary screen, biochemical, plate reader, single point, HTS; inhibition, % at 9.99 µM; purified M. tuberculosis BioA enzyme; 0.096% of 360,000 active; 7,8-diaminopelargonic acid synthase BioA (Mycobacterium tuberculosis); in the data active = inhibition above about 40%
* = called active by the depositor; & = joins results of further samples. These rows are one share of the data (hit frequency here may not be typical).

Structure	BioA inh
C[C@H](CO)N1C[C@H](C)[C@@H](CN(C)C(=O)N[C@H](C)c2ccccc2)OCc2ccccc2-c2c(n(C)c3ccccc23)C1=O	2.5
COCC(=O)Nc1ccc2c(c1)[C@@H]1C[C@@H](CC(=O)N3CCc4ccccc4C3)O[C@H](CO)[C@@H]1O2	-0.9
N#Cc1ccc(-c2ccc3c(c2)[C@@H]2[C@@H](CCN2S(=O)(=O)c2cccc(F)c2)[C@H](CO)N3)cc1	7.6
Cc1cc(C(=O)Nc2cccc3c2O[C@@H](CN(C)S(=O)(=O)c2ccc(F)cc2)[C@@H](C)CN([C@H](C)CO)C3=O)n(C)n1	-1.2
C[C@H](NC(=O)[C@H]1[C@H](CO)[C@H]2Cn3c(ccc(C4=CCCCC4)c3=O)[C@H]2N1C)c1ccccc1	-1.0
COc1ccc(S(=O)(=O)Nc2cccc3c2O[C@H](CN(C)Cc2ccncc2)[C@H](C)CN([C@@H](C)CO)C3=O)cc1	0.4
CN(C)C(=O)C[C@H]1CC[C@@H]2[C@H](COc3ccc(NC(=O)c4cnccn4)cc3C(=O)N2C)O1	26.7
C[C@@H]1CCCCO[C@H](CN(C)C(=O)Nc2ccccc2)[C@H](C)CN([C@H](C)CO)C(=O)c2cc(N(C)C)ccc2O1	0.1
C[C@@H](NC(=O)C[C@@H]1CC[C@H]2[C@@H](COC[C@H](O)CN2Cc2cc(F)ccc2F)O1)c1ccccc1	-0.1
C[C@H](CO)N1C[C@H](C)[C@@H](CN(C)C(=O)Nc2ccccc2)Oc2ccc(NC(=O)Cc3ccccc3)cc2CC1=O	0.2&2.6
O=C(CN1CCOCC1)NCC[C@H]1CC[C@H](NC(=O)c2ccc3c(c2)OCO3)[C@H](CO)O1	-1.0
CCC(=O)N(C)C[C@@H]1Oc2ncc(C#C[C@@H](C)O)cc2C(=O)N([C@@H](C)CO)C[C@@H]1C	1.8

Other records
Structure	BioA inh
CCc1cnc(N2[C@@H](C#N)[C@H](c3ccc(C#CC(C)C)cc3)[C@@H]2CO)s1	1.6
NCC[C@H]1CC[C@H](NS(=O)(=O)c2ccccc2F)[C@@H](CO)O1	1.2
CN1[C@@H]2c3ccc(-c4ccccc4)c(=O)n3C[C@H]1[C@H](CO)[C@H]2C(=O)Nc1nccs1	-0.1
O=S(=O)(Cc1ccccc1)N1CCCCN2[C@@H](CO)[C@@H](c3ccc(-c4cncnc4)cc3)[C@@H]2C1	-0.8
CN(C)C(=O)[C@@H]1[C@@H](CO)[C@@H]2Cn3c(cccc3=O)[C@H]1N2CC1CCOCC1	-0.5
O=C(C[C@H]1CC[C@H](NC(=O)c2cnccn2)[C@@H](CO)O1)NCc1ccccc1F	-1.7
Cc1ccc(S(=O)(=O)N(C)C[C@H]2OCCCC[C@@H](C)Oc3ccc(NS(=O)(=O)c4cn(C)cn4)cc3C(=O)N([C@H](C)CO)C[C@@H]2C)cc1	0.1
COc1ccc(S(=O)(=O)Nc2ccc3c(c2)CC(=O)N([C@@H](C)CO)C[C@H](C)[C@@H](CN(C)Cc2ccc(Oc4ccccc4)cc2)O3)cc1	-1.5
Cc1ccc(S(=O)(=O)Nc2ccc3c(c2)C(=O)N([C@@H](C)CO)C[C@H](C)[C@@H](CN(C)S(=O)(=O)c2ccc(C)cc2)OCCCC[C@H](C)O3)cc1	-3.8
COc1ccc(NC(=O)Nc2ccc3c(c2)C(=O)N([C@@H](C)CO)C[C@@H](C)[C@H](CN(C)C(=O)Nc2ccc4c(c2)OCO4)O3)cc1	7.4
O=C(C[C@H]1CC[C@H]2[C@@H](COC[C@@H](O)CN2CCC(F)(F)F)O1)NCC1CC1	2.1
C[C@H]1CN([C@@H](C)CO)C(=O)c2cccc(NC(=O)c3nc4ccccc4s3)c2O[C@H]1CN(C)S(=O)(=O)c1ccccc1	-2.1

Remaining list, next part
Structure	BioA inh
CN(C)CCCNC(=O)C[C@@H]1C=C[C@H](NC(=O)Cc2cccnc2)[C@@H](CO)O1	3.8
CN1C(=O)c2cc(NC(=O)Cc3cccs3)ccc2OC[C@H]2O[C@H](CC(=O)NCCCN3CCOCC3)CC[C@@H]21	-1.5
O=C(C[C@H]1CC[C@H]2[C@@H](COC[C@@H](O)CN2C(=O)C2CCCC2)O1)NCc1ccncc1	3.7
CC(=O)N(C)C[C@@H]1Oc2cc(C#CC(C)(C)O)ccc2S(=O)(=O)N([C@@H](C)CO)C[C@H]1C	-2.6
COc1ccc(S(=O)(=O)N(C)C[C@@H]2OCCCC[C@H](C)Oc3ccc(NC(=O)Nc4ccc(F)cc4)cc3C(=O)N([C@H](C)CO)C[C@H]2C)cc1	-2.7
CN1C[C@@H]2[C@H](c3ccccc31)[C@@H](CO)N2C(=O)C1CCCCC1	1.7
Cc1ccc(NC(=O)Nc2ccc3c(c2)C(=O)N(C)[C@H]2CC[C@@H](CC(=O)O)O[C@H]2CO3)cc1	-3.0
C[C@@H]1CN([C@@H](C)CO)C(=O)c2cc(C3=CCCC3)cnc2O[C@@H]1CN(C)C(=O)C1CCCCC1	4.2
C[C@H]1CN([C@@H](C)CO)C(=O)Cc2cc(NS(=O)(=O)c3ccc(Cl)cc3)ccc2O[C@H]1CN(C)S(=O)(=O)c1ccccc1	-2.4
C[C@H]1CN([C@@H](C)CO)C(=O)c2cccc(NC(=O)Nc3ccc(C(F)(F)F)cc3)c2O[C@H]1CN(C)S(=O)(=O)c1cn(C)cn1	2.0
CN(C)CC(=O)Nc1ccc2c(c1)[C@H]1C[C@H](CC(=O)NCc3ccc(-c4ccccc4)cc3)O[C@H](CO)[C@H]1O2	2.9
COc1ccc(NC(=O)N(C)C[C@H]2Oc3c(NC(=O)Nc4ccc(F)cc4)cccc3C(=O)N([C@H](C)CO)C[C@@H]2C)cc1	7.1

(more compounds)
Structure	BioA inh
O=C(Nc1ccc(C(F)(F)F)cc1)N[C@H]1CC[C@@H](CCNC(=O)c2ccccc2F)O[C@@H]1CO	4.1
CNC[C@H]1Oc2c(NC(=O)C3CCOCC3)cccc2C(=O)N([C@@H](C)CO)C[C@@H]1C	-1.6
CN1c2ccc(Br)cc2[C@H]2[C@H](CCN2C(=O)C2CCCCC2)[C@H]1CO	5.9
Cc1noc(C)c1S(=O)(=O)N(C)C[C@H]1OCc2ccccc2-c2c(n(C)c3ccccc23)C(=O)N([C@H](C)CO)C[C@@H]1C	0.5
CNC[C@H]1Oc2cc(C#CC(C)C)ccc2S(=O)(=O)N([C@@H](C)CO)C[C@H]1C	-2.7
C[C@H]1CN([C@@H](C)CO)C(=O)c2cc(NC(=O)Nc3ccc(C(F)(F)F)cc3)ccc2O[C@@H]1CN(C)Cc1ccccc1	-1.9
O=S(=O)(N[C@@H]1CC[C@H](CCn2cc(C3(O)CCCC3)nn2)O[C@H]1CO)c1ccc(F)cc1	-3.3
Cc1ccccc1S(=O)(=O)N1C[C@H](O)COC[C@@H]2O[C@@H](CC(=O)N3CCCCC3)CC[C@H]21	-0.1
Cc1noc(C)c1S(=O)(=O)Nc1ccc2c(c1)C(=O)N([C@@H](C)CO)C[C@H](C)[C@@H](CN(C)CC1CCCCC1)OCCCC[C@H](C)O2	-1.1
N#C[C@H]1[C@@H](c2ccc(-c3cccc(F)c3)cc2)[C@H](CO)N1C(=O)NC1CCCC1	-0.9
Cc1ccccc1-c1ccc2c(c1)O[C@@H](CN(C)C)[C@H](C)CN([C@@H](C)CO)S2(=O)=O	-0.4
C[C@@H]1CN([C@@H](C)CO)C(=O)c2cc(NS(C)(=O)=O)ccc2O[C@H]1CN(C)S(=O)(=O)c1cccs1	1.0

Remaining list, next part
Structure	BioA inh
COCC#Cc1cnc2c(c1)C(=O)N([C@H](C)CO)C[C@@H](C)[C@H](CN(C)C(=O)Nc1c(C)noc1C)O2	0.2
O=C(C[C@@H]1CC[C@H]2[C@@H](COC[C@@H](O)CN2S(=O)(=O)c2ccccc2)O1)N1CCOCC1	-2.3
C[C@@H]1CN([C@H](C)CO)C(=O)Cc2cc(NC(=O)Nc3cccc4ccccc34)ccc2O[C@H]1CN(C)S(=O)(=O)c1ccc(F)cc1	-1.2
CC(C)CC#Cc1ccc2c(c1)O[C@H](CN(C)C(=O)NC1CCCC1)[C@H](C)CN([C@@H](C)CO)S2(=O)=O	0.4
C=CCN1C(=O)N[C@@H]2c3ccccc3O[C@@]1(COCc1ccc(OC)cc1)[C@@H]2CO	1.5
Cc1noc(C)c1NC(=O)N(C)C[C@H]1Oc2ccc(NC(=O)c3ccncc3)cc2CC(=O)N([C@H](C)CO)C[C@@H]1C	-2.3
COCC(=O)Nc1ccc2c(c1)[C@@H]1C[C@@H](CC(=O)N(C)C)O[C@@H](CO)[C@@H]1O2	-1.7
C[C@H](CO)N1C[C@H](C)[C@@H](CN(C)C(=O)C2CC2)Oc2cc(Br)ccc2S1(=O)=O	-0.9
CNC[C@H]1Oc2ccc(NS(=O)(=O)c3ccc(OC)cc3)cc2CC(=O)N([C@@H](C)CO)C[C@H]1C	-2.7
C[C@H]1CN([C@@H](C)CO)C(=O)Cc2cc(N(C)C)ccc2O[C@H]1CN(C)Cc1ccccc1	-0.6
COC(=O)[C@H]1[C@H](CO)[C@H]2Cn3c(ccc(-c4cccc(OC)c4)c3=O)[C@H]2N1Cc1nccs1	0.7
O=C(C[C@H]1C=C[C@H](NC(=O)c2ccccn2)[C@@H](CO)O1)NCc1cccc(F)c1	-2.3

The listing continues:
Structure	BioA inh
COc1cccc(-c2ccc3c(c2)O[C@H](CN(C)C(=O)C2CCCCC2)[C@H](C)CN([C@H](C)CO)S3(=O)=O)c1	1.8
CNC(=O)C[C@H]1CC[C@@H]2[C@H](COc3ccc(NC(=O)c4cnccn4)cc3C(=O)N2C)O1	34.6
C[C@@H]1CN([C@H](C)CO)C(=O)c2cccc(NC(=O)c3ccncc3)c2O[C@@H]1CN(C)C(=O)Nc1ccccc1	-0.1
Cc1ccc(-c2ccc3c(c2)O[C@@H](CN(C)Cc2cncnc2)[C@H](C)CN([C@@H](C)CO)S3(=O)=O)cc1	7.6
CO[C@H]1CN(C)C(=O)c2cc(NC(=O)C3CC3)ccc2OC[C@@H](C)N(C(=O)CN2CCOCC2)C[C@@H]1C	-0.6
COc1cccc(NC(=O)N2[C@H](CO)[C@@H](c3ccccc3)[C@H]2CNCC(C)C)c1	-4.1
O=S(=O)(c1ccc(F)cc1)N1CC[C@@H]2[C@H]1c1cc(-c3ccccc3F)ccc1N[C@@H]2CO	-0.7
O=C(C[C@@H]1CC[C@@H]2[C@H](COC[C@H](O)CN2Cc2ccc(F)cc2)O1)NCCc1ccccc1	1.0
C[C@@H]1CN([C@H](C)CO)C(=O)c2cccc(NS(=O)(=O)c3ccc(Cl)cc3)c2O[C@@H]1CN(C)Cc1ccccc1	0.9
C[C@@H](NC(=O)C[C@@H]1C=C[C@@H](NC(=O)C2CCOCC2)[C@@H](CO)O1)c1ccccc1	-1.8
CN1C(=O)c2cc(NC(=O)c3ccc(F)c(F)c3)ccc2OC[C@@H]2O[C@@H](CC(=O)N3CCCCC3)CC[C@@H]21	-0.1
CCCN(C)C[C@@H]1Oc2cc(C#Cc3ccccc3F)ccc2S(=O)(=O)N([C@@H](C)CO)C[C@@H]1C	2.8

Continued, overlapping the part above by four compounds.
Structure	BioA inh
C[C@@H]1CN([C@H](C)CO)C(=O)c2cccc(NS(=O)(=O)c3ccc(Cl)cc3)c2O[C@@H]1CN(C)Cc1ccccc1	0.9
C[C@@H](NC(=O)C[C@@H]1C=C[C@@H](NC(=O)C2CCOCC2)[C@@H](CO)O1)c1ccccc1	-1.8
CN1C(=O)c2cc(NC(=O)c3ccc(F)c(F)c3)ccc2OC[C@@H]2O[C@@H](CC(=O)N3CCCCC3)CC[C@@H]21	-0.1
CCCN(C)C[C@@H]1Oc2cc(C#Cc3ccccc3F)ccc2S(=O)(=O)N([C@@H](C)CO)C[C@@H]1C	2.8
CC(C)(C)[S@](=O)N1Cc2cc(C(=O)NC3CCCCC3)nc(-c3cccc(Br)c3)c2[C@@H]1CCO	-1.6
CC(C)NC(=O)Nc1ccc2c(c1)CC(=O)N([C@H](C)CO)C[C@H](C)[C@H](CN(C)S(=O)(=O)c1ccccc1)O2	-1.6
CNC[C@H]1Oc2ccc(NC(=O)Nc3cccc4ccccc34)cc2C(=O)N([C@H](C)CO)C[C@@H]1C	-4.7
CO[C@H]1CN(C)C(=O)c2cc(NS(=O)(=O)c3ccc(Cl)cc3)ccc2OC[C@H](C)NC[C@H]1C	-2.8
C[C@H](CO)N1C[C@H](C)[C@H](CN(C)S(=O)(=O)c2ccccc2)Oc2ccc(NC(=O)NC3CCCCC3)cc2C1=O	-0.7
Cc1noc(C)c1NC(=O)N(C)C[C@H]1OCCCC[C@H](C)Oc2ccc(NC(=O)Nc3ccc(F)cc3)cc2C(=O)N([C@@H](C)CO)C[C@@H]1C	-0.2
Cc1noc(C)c1NC(=O)N[C@@H]1C=C[C@@H](CC(=O)Nc2ccc(-c3ccccc3)cc2)O[C@H]1CO	2.4
COc1cccc(NC(=O)N[C@H]2C=C[C@H](CC(=O)Nc3ccc(-c4ccccc4)cc3)O[C@@H]2CO)c1	-0.3
C[C@H](CO)N1C[C@H](C)[C@@H](CN(C)Cc2ccc(C(=O)O)cc2)Oc2cc(/C=C/c3ccccc3)ccc2S1(=O)=O	4.5

3 structures already listed, ordered by count of non-hydrogen atoms, smallest number first.
Structure	BioA inh
CC(C)(C)[S@](=O)N1Cc2cc(C(=O)NC3CCCCC3)nc(-c3cccc(Br)c3)c2[C@@H]1CCO	-1.6
COc1cccc(NC(=O)N[C@H]2C=C[C@H](CC(=O)Nc3ccc(-c4ccccc4)cc3)O[C@@H]2CO)c1	-0.3
C[C@H](CO)N1C[C@H](C)[C@H](CN(C)S(=O)(=O)c2ccccc2)Oc2ccc(NC(=O)NC3CCCCC3)cc2C1=O	-0.7
